Screens from PubChem BioAssay.
HPDE-C7K KRASV12 – cytotoxicity in KRAS-transformed pancreatic duct cells, primary screen, cell-based, fluorescence, HTS (AID 431); HPDE-C7K KRASV12 cells, Alamar Blue viability, 48 h; higher % means a stronger effect; one-dose cytotoxicity, % at 10 µM; EC50 in µM for titrated hits; 63,000 tested, 1.7% active;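 active means compounds whose percent cytotoxicity in the single-dose primary screen, scaled between solvent and toxic-drug controls, exceeds 50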;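 further: 0% = DMSO solvent wells and 100% = doxorubicin-treated wells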
HT1080 viability – cytotoxicity in HT1080 fibrosarcoma cells, cell-based, fluorescence readout (AID 620) | HT1080 viability, fluorescence; higher % means a stronger effect | cytotoxicity, % at 10 µM, or EC50 in µM where a hit was titrated | 87,000 tested, 0.42% active;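 further: cells exposed to compound overnight then 4 h with Alamar Blue; 0% = vehicle DMSO and 100% = killing control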
Alkaline phosphatase – inhibition of tissue-nonspecific alkaline phosphatase – biochemical, luminescent (AID 518) | purified TNAP enzyme, luminescent substrate readout; higher % means a stronger effect | inhibition, % at 20 µM, or IC50 in µM where a hit was titrated | 64,000 tested, 0.09% active; in the data active means a potency from the dose series; inactive means the rest, 99 in 100 with inhibition below about 22%;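 further: plate controls were vehicle for no effect and reference inhibitor for full effect; many of its hits are not listed in these tables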
Bfl-1 displacement – Bfl-1 inhibitors, primary screen, biochemical, fluorescence polarization, FITC-Bid, mouse (AID 432); FITC-Bid BH3 peptide fluorescence polarization displacement; higher % means a stronger effect; displacement, % at 20 µM; hits with a dose series show IC50 in µM; 64,000 tested, 0.02% active; in the data active means a potency from the dose series; inactive means the rest, 99 in 100 with displacement below about 15%; further: strong numbers were not always called active
Spn MK inh – blocks S. pneumoniae mevalonate kinase. purified MK, PK/LDH-coupled NADH absorbance 340 nm. inhibition, % at 10 µM. 65,000 tested, 0.48% active;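 active means ranked among the strongest by inhibition in the single 10 µM screen, a fixed top-ranked set picked for dose follow-up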; further: no value below 0 was filed
PMK inhibit – inhibitors of Streptococcus pneumoniae phosphomevalonate kinase. purified PMK, PK/LDH-coupled NADH absorbance 340 nm. 65,000 tested, 0.49% active. inhibition, % at 10 µM;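 active means top-ranked compounds by inhibition in the single 10 µM screen, taking a fixed number of the strongest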;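 further: 0% = full reaction with DMSO carrier and 100% = background rate without enzyme reaction; no value below 0 was filed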
HPDE-C7 cytotoxicity – HPDE-C7 pancreatic duct cell viability loss – fluorescence, HTS (AID 430). cytotoxicity, % at 10 µM; hits with a dose series show EC50 in µM. HPDE-C7 pancreatic duct cells viability, fluorescence; higher % means a stronger effect. 63,000 tested, 1.8% active;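 further: cells exposed to compound for 48 hours before viability readout; 0% = vehicle and 100% = reference cytotoxic drug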
LYP inhibition – inhibition of human PTPN22 tyrosine phosphatase – biochemical, DiFMUP fluorescence, recombinant catalytic domain, 10 µM, primary screen (AID 606); 52,000 tested, under 10 active; recombinant LYP catalytic domain, DiFMUP fluorescence; higher % means a stronger effect; inhibition, % at 10 µM, or IC50 in µM where a hit was titrated;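 active means IC50 under 40 µM in the dose-response test; inactive means IC50 of 40 µM or more, or never dose-tested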
DPM-DC inhibit – S. pneumoniae DPM-DC inhibition; purified DPM-DC, PK/LDH coupled NADH fluorescence; AID 556; calls only at 10 µM; 65,000 tested, 0.49% active;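 active means the 320 compounds with the highest percent inhibition in the single-dose primary screen, excluding strongly autofluorescent ones, cut at about 32% in these data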;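 further: kinetic rate of NADH fluorescence loss reporting ADP formed by the decarboxylase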
PMK inhibit pilot replicates – also measured in PMK inhibit; calls as there; inhibition, %; measured here: pilot screen replicates
Spn MK inh pilot replicates – second read-out of Spn MK inh, no call of its own (marks repeat the call); inhibition, %; measured here: pilot screen replicates
DPM-DC inhibit pilot screen % – second read-out of DPM-DC inhibit, no call of its own (marks repeat the call); inhibition, %; measured here: pilot screen trials
Numbers without * were called inactive; i = inactive; / = not tested or not shown. Unless noted, no stated cut-off is given here; in the data, active means cytotoxicity above about 50%; inactive means the rest.

SMILES | HPDE-C7K KRASV12 | HT1080 viability | Alkaline phosphatase | Bfl-1 displacement | Spn MK inh | PMK inhibit | HPDE-C7 cytotoxicity | LYP inhibition | DPM-DC inhibit | others
Cc1cc(N2CCN(C(=O)c3ccco3)CC2)n2ncnc2n1 | / | -7% | / | / | 42* | 18 | / | 2% | i
Cc1csc(NC(=O)c2cc3c(s2)CCC3)n1 | 12% | 21% | 9% | -6% | 7 | 0 | 0% | / | i
CN(C)C(=O)N1CCC(C(=O)NC2CCCCCCC2)CC1 | -6% | 5% | 14% | -3% | 0 | 19 | -17% | -1% | i | PMK inhibit pilot replicates=3.0;Spn MK inh pilot replicates=0.0;DPM-DC inhibit pilot screen %=3.5
COc1ccc(C2C(C(C)=O)=C(O)C(=O)N2CCCn2ccnc2)cc1OC (stereo unspecified) | -15% | 8% | 9% | 6% | 5 | 14 | -6% | -6% | i
COc1ccc(OC)c(C2=NOC(C(=O)Nc3c(C)n(C)n(-c4ccccc4)c3=O)C2)c1 (stereo unspecified) | 7% | / | 17% | -2% | 5 | 5 | 10% | / | i | PMK inhibit pilot replicates=0.5;Spn MK inh pilot replicates=0.5;DPM-DC inhibit pilot screen %=2.5
O=c1oc2cc(O)ccc2c2c1CCCC2 | 30% | 6% | -2% | -7% | 9 | 4 | 31% | -2% | /
O=C(Nc1nnc(C2CCCCC2)s1)c1ccco1 | 6% | -2% | 11% | 5% | 2 | 9 | 4% | / | i
COc1cc2nc(C3CCC3)n(NC(=O)COc3ccccc3)c(=O)c2cc1OC | 0% | -12% | 10% | 1% | 1 | 16 | 12% | 19% | i
Cc1ccc(Nc2cc(=O)n(C3CCCCC3)c(=O)[nH]2)cc1C | 6% | -6% | 12% | -18% | 0 | 23 | -8% | -4% | i
O=C(CN1CCC(C(=O)c2ccc(F)cc2)CC1)Nc1ccccc1 | 0% | 0% | 8% | 1% | 7 | 6 | 4% | / | i
O=S(=O)(c1cccs1)N1CCc2ccccc21 | / | 24% | 10% | -23% | 0 | 0 | / | 7% | i
COc1ccc(NC(=O)CN2CCN(CC(=O)Nc3ccccc3Cl)CC2)cc1 | 1% | -1% | 9% | 1% | 1 | 11 | -7% | 4% | i

A draw from above in order of length of the SMILES, lowest first.
SMILES | HPDE-C7K KRASV12 | HT1080 viability | Alkaline phosphatase | Bfl-1 displacement | Spn MK inh | PMK inhibit | HPDE-C7 cytotoxicity | LYP inhibition | DPM-DC inhibit | others
O=c1oc2cc(O)ccc2c2c1CCCC2 | 30% | 6% | -2% | -7% | 9 | 4 | 31% | -2% | /
O=S(=O)(c1cccs1)N1CCc2ccccc21 | / | 24% | 10% | -23% | 0 | 0 | / | 7% | i
Cc1csc(NC(=O)c2cc3c(s2)CCC3)n1 | 12% | 21% | 9% | -6% | 7 | 0 | 0% | / | i
O=C(CN1CCC(C(=O)c2ccc(F)cc2)CC1)Nc1ccccc1 | 0% | 0% | 8% | 1% | 7 | 6 | 4% | / | i
COc1ccc(C2C(C(C)=O)=C(O)C(=O)N2CCCn2ccnc2)cc1OC (stereo unspecified) | -15% | 8% | 9% | 6% | 5 | 14 | -6% | -6% | i

Carrying on.
SMILES | HPDE-C7K KRASV12 | HT1080 viability | Alkaline phosphatase | Bfl-1 displacement | Spn MK inh | PMK inhibit | HPDE-C7 cytotoxicity | LYP inhibition | DPM-DC inhibit | others
Cc1ccc(NC(=O)COC(=O)C2CC2C)c(S(=O)(=O)N2CCCCC2)c1 (stereo unspecified) | 4% | 1% | 8% | -3% | 6 | 15 | -3% | 17% | i
CCOC(=O)c1cc2c(=O)n3cc(C)ccc3nc2n(Cc2cccnc2)c1=N | 17% | 1% | 6% | 1% | 3 | 0 | 4% | -9% | /
O=C(Nc1cccc(Cl)c1Cl)C1CCN(c2ncccn2)CC1 | -8% | 0% | 11% | -2% | 2 | 0 | -10% | -18% | i
O=C(CCn1cccc1)N1CCc2ccccc21 | 2% | 9% | -2% | 1% | 0 | 3 | -1% | -11% | i | PMK inhibit pilot replicates=1.0;Spn MK inh pilot replicates=0.0;DPM-DC inhibit pilot screen %=0.0
O=C1C2CC=C(Cl)CC2C(=O)N1CC1Cc2ccccc2CO1 (stereo unspecified) | 2% | 4% | 1% | 9% | 0 | 0 | -16% | 10% | i
CCN(CCCNc1ncnc2nc[nH]c12)c1cccc(C)c1 | 8% | -1% | -16% | 0% | 8 | 6 | 7% | 2% | i
O=C(c1cccs1)N(Cc1cccc(Cl)c1)C1CCS(=O)(=O)C1 (stereo unspecified) | 1% | 2% | 8% | 5% | 9 | 9 | -4% | / | i
CCc1nn2c(=O)cc(N3CCN(c4cc(C)nc5ccccc45)CC3)nc2s1 | -17% | 1% | 1% | -5% | 8 | 1 | -18% | 6% | i
Cc1ccc(OCC(=O)NCCO)cc1C | 10% | / | 4% | -6% | 7 | 3 | 4% | 12% | i
COc1ccc(S(=O)(=O)N2CCC(C(=O)N3CCc4ccccc4C3)CC2)cc1OC | -9% | 0% | -2% | -2% | 6 | 0 | -6% | 2% | i
O=C(O)c1cn[nH]c1-n1cnnn1 | 18% | 10% | 4% | -7% | 5 | 0 | 0% | 8% | i
Cc1cc(NC(=O)c2noc3c2CCc2ccccc2-3)n(-c2ccccc2)n1 | 7% | 0% | / | -7% | 11 | 4 | 7% | -6% | i
Cc1nnc2sc(-c3cccc(NC(=O)c4cccnc4)c3)nn12 | -1% | 2% | 5% | 1% | 7 | 5 | -8% | 18% | i | PMK inhibit pilot replicates=0.0;Spn MK inh pilot replicates=0.0;DPM-DC inhibit pilot screen %=0.0
Cc1ccc2cc(CN(Cc3cccs3)Cc3nnnn3C(C)(C)C)c3nnnn3c2c1 | 1% | 6% | 12% | -7% | 6 | 15 | -10% | -3% | i
O=C1c2ccccc2C(=O)N1CCCCN1CCN(CCCCN2C(=O)c3ccccc3C2=O)CC1 | 0% | -10% | 14% | -9% | i | 5 | -4% | 18% | i | PMK inhibit pilot replicates=1.0;Spn MK inh pilot replicates=0.0;DPM-DC inhibit pilot screen %=0.0
CCCCC(=O)Nc1ccc(C(=O)N2CCCC(C(=O)OCC)C2)cc1 (stereo unspecified) | 0% | / | 15% | 4% | 10 | 11 | -7% | / | i
C=CCN(C(=O)Nc1ccc(Cl)cc1)C1CC(=O)N(c2ccc(OC)cc2)C1=O (stereo unspecified) | -4% | 3% | 10% | -12% | 8 | 7 | -1% | 5% | i
COc1cc(C(=O)Nc2cccc(-c3nncn3C)c2)cc(OC)c1OC | -7% | -1% | 12% | -2% | 6 | 6 | -13% | -5% | i | PMK inhibit pilot replicates=4.0;Spn MK inh pilot replicates=0.0;DPM-DC inhibit pilot screen %=0.0
Cc1cccc2cc(CN(CCCO)C(=O)Nc3ccc(Cl)cc3)c(=O)[nH]c12 | 2% | 5% | 4% | -4% | 11 | 0 | 2% | -3% | i | PMK inhibit pilot replicates=0.0;Spn MK inh pilot replicates=0.0;DPM-DC inhibit pilot screen %=4.5
CCn1cc(C(=O)NCC2CCCO2)c(=O)c2cc(S(=O)(=O)N3CCCCCC3)ccc21 (stereo unspecified) | -4% | 0% | 3% | -2% | 7 | 7 | -2% | -4% | i
O=S(=O)(Nc1ccccn1)c1ccc(Cl)cc1 | -7% | -6% | 8% | -3% | 2 | 0 | -11% | 8% | i
CCCc1ccc(Oc2cn[nH]c2-c2ccc(O)c(C)c2O)cc1 | 119%* | 0% | 4% | 4% | 7 | 7 | 103%* | 13% | i | PMK inhibit pilot replicates=4.0;Spn MK inh pilot replicates=0.0;DPM-DC inhibit pilot screen %=0.0
O=C(COC(=O)c1ccc(S(=O)(=O)N2CCOCC2)cc1)NC1CCCC1 | -4% | 1% | 9% | -9% | 0 | 17 | -7% | -4% | i
O=C(CN1CCN(Cc2ccccc2)CC1)NCC1COc2ccccc2O1 (stereo unspecified) | 3% | 0% | 5% | 1% | 9 | 2 | -4% | / | i | PMK inhibit pilot replicates=0.0;Spn MK inh pilot replicates=0.0;DPM-DC inhibit pilot screen %=0.0

Among those listed so far, three have two or more sulfur atoms:
SMILES | HPDE-C7K KRASV12 | HT1080 viability | Alkaline phosphatase | Bfl-1 displacement | Spn MK inh | PMK inhibit | HPDE-C7 cytotoxicity | LYP inhibition | DPM-DC inhibit | others
Cc1csc(NC(=O)c2cc3c(s2)CCC3)n1 | 12% | 21% | 9% | -6% | 7 | 0 | 0% | / | i
O=S(=O)(c1cccs1)N1CCc2ccccc21 | / | 24% | 10% | -23% | 0 | 0 | / | 7% | i
O=C(c1cccs1)N(Cc1cccc(Cl)c1)C1CCS(=O)(=O)C1 (stereo unspecified) | 1% | 2% | 8% | 5% | 9 | 9 | -4% | / | i

Other results.
SMILES | HPDE-C7K KRASV12 | HT1080 viability | Alkaline phosphatase | Bfl-1 displacement | Spn MK inh | PMK inhibit | HPDE-C7 cytotoxicity | LYP inhibition | DPM-DC inhibit | others
COc1cccc(NC(=O)NC2(C(F)(F)F)Oc3ccccc3O2)c1 | -8% | 2% | 14% | -4% | 6 | 0 | -8% | 12% | i | PMK inhibit pilot replicates=2.5;Spn MK inh pilot replicates=1.0;DPM-DC inhibit pilot screen %=1.5
Nc1ccc(C(=O)c2ccccc2C(=O)O)cc1Cl | 2% | 5% | 6% | -2% | 11 | 7 | 4% | -6% | i
O=C(CN1C(=O)C2CC=C(Cl)CC2C1=O)N1CCOCC1 (stereo unspecified) | 4% | 4% | 9% | -5% | 16 | 5 | -4% | 0% | i
Cc1cc(C)nc(N2CCN(c3nc(C)cc(C)n3)CC2)n1 | 2% | -7% | 9% | -1% | 39 | 0 | -3% | / | i
O=C(CCSc1nc(-c2ccco2)cc(C(F)(F)F)n1)N1CCCc2ccccc21 | 6% | 3% | 12% | -2% | 9 | 10 | 6% | / | i
COC(=O)[C@H](CC(C)C)NC(=O)Nc1ccc2c(c1)OCCO2 | -6% | -6% | 12% | -5% | 8 | 12 | 1% | / | i
COc1ccc(C(=O)Nc2nc3ccccc3[nH]2)cc1OC | -8% | 0% | -7% | -8% | 0 | 21 | -6% | / | i
COC(=O)C(C)Sc1nnc(Cc2cc(=O)[nH]c(=O)[nH]2)n1-c1cc(C)ccc1C (stereo unspecified) | 0% | -5% | 5% | -2% | 5 | 6 | -7% | -9% | i
COc1cc(C2C(C(=O)N3CCOCC3)=C(C)NC3=C2C(=O)CCC3)ccc1OC(C)=O (stereo unspecified) | -7% | 1% | 2% | 3% | 3 | 16 | -4% | 3% | /
CSc1ccc(/C=N/n2c(C)cc(C)cc2=O)cc1 | 2% | -4% | 2% | -5% | 0 | 1 | -4% | 1% | i
CN1CCN(CCP(=O)(c2ccccc2)c2ccccc2)CC1 | -13% | / | 0% | -3% | 9 | 0 | -19% | 11% | i
COCCOC(=O)c1c(C)oc2ccc(OC(=O)c3cccs3)cc12 | -3% | -1% | 6% | -3% | 2 | 0 | -8% | 14% | i
Cn1c(=O)c2c(nc(NCc3ccccc3)n2C)n(C)c1=O | 9% | 1% | 12% | 6% | 7 | 14 | 1% | -4% | i
CCC(=O)Nc1c(OC(=O)CC)ccc2c(C)cc(=O)oc12 | 2% | 3% | 5% | -3% | 1 | 17 | -8% | 8% | /
